# G9a block = qHTS Assay for Inhibitors of Histone Lysine Methyltransferase G9a; Potency, µM (top dose mostly 102 µM), for inactives: top-dose activity, negative = inhibition, actives largely listed as inhibitors; Histone-lysine N-methyltransferase EHMT2 (Homo sapiens), Q96KQ7; G9a H3K9 monomethylation, AlphaScreen, 2 h; 350,000 compounds, 8.8% hits; note: potency is the fitted concentration of half-maximal effect; % is set by controls: 0 for no effect and ±100 for the full control effect; nearly all actives have a fitted effect of over 75% in size
#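 Using a bead-based AlphaScreen, monomethylated H3K9 product from 2 h room-temperature reactions (G9a 20 nM, peptide 500 nM, SAM 20 uM) was detected with 0.5 ug/mL rabbit anti-H3K9me1 antibody.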
# Pin1 inhibitor = qHTS Assay to Find Inhibitors of Pin1 | Pin1 FP peptide displacement, HiFluor488, 10 min | 390,000 compounds, 0.009% hits | Potency, µM (highest dose often 115 µM), for inactives: at the highest dose activity, negative = inhibition, most hits filed as inhibitors | Peptidyl-prolyl cis-trans isomerase NIMA-interacting 1 (Homo sapiens), Q13526; active = well fitted inhibition curve with a large enough effect in the polarisation, with a control signal flat, not every such curve was filed as active; inconclusive = small, poorly fitted or top-dose-only effect, or effect the other way, or a change in a side signal; inactive = no such curve, though single readings can be large or run the other way; the % refers to the polarisation; note: potency is the fitted concentration of half-maximal effect; % is set by controls: 0 for no effect and ±100 for the full control effect
# GLS inh = qHTS for Inhibitors of Glutaminase (GLS); Glutaminase kidney isoform, mitochondrial (Homo sapiens), O94925; GLS enzymatic activity, qHTS titration; Potency, µM (doses to about 45.5 µM), inactives show top-dose activity change, negative = inhibition, usual class: inhibitors; 410,000 compounds, 0.21% hits; note: potency is the fitted concentration of half-maximal effect; % is set by controls: 0 for no effect and ±100 for the full control effect
#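 hKGA in 45 mM KH2PO4 (pH 8.2), 0.02% Tween-20 with compound, then 1mM L-Glutamine (stock as added) plus glutamate oxidase/HRP/Amplex red coupling mix. Fluorescence read initially and after 30 min at RT; signal change reflects glutamate formation.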
# BAZ2B inh = qHTS Assay for Inhibitors of BAZ2B; AlphaScreen BAZ2B-H3K14Ac peptide displacement; Potency, µM (titrated, usually from 114 µM), for inactives: top-dose activity change, negative = inhibition, actives largely listed as inhibitors; 360,000 compounds, 4.4% hits; note: potency is the fitted concentration of half-maximal effect; % is set by controls: 0 for no effect and ±100 for the full control effect; nearly all actives have a fitted effect of over 60% in size
# Target sequence (Q9UIF8 whole entry, looked up): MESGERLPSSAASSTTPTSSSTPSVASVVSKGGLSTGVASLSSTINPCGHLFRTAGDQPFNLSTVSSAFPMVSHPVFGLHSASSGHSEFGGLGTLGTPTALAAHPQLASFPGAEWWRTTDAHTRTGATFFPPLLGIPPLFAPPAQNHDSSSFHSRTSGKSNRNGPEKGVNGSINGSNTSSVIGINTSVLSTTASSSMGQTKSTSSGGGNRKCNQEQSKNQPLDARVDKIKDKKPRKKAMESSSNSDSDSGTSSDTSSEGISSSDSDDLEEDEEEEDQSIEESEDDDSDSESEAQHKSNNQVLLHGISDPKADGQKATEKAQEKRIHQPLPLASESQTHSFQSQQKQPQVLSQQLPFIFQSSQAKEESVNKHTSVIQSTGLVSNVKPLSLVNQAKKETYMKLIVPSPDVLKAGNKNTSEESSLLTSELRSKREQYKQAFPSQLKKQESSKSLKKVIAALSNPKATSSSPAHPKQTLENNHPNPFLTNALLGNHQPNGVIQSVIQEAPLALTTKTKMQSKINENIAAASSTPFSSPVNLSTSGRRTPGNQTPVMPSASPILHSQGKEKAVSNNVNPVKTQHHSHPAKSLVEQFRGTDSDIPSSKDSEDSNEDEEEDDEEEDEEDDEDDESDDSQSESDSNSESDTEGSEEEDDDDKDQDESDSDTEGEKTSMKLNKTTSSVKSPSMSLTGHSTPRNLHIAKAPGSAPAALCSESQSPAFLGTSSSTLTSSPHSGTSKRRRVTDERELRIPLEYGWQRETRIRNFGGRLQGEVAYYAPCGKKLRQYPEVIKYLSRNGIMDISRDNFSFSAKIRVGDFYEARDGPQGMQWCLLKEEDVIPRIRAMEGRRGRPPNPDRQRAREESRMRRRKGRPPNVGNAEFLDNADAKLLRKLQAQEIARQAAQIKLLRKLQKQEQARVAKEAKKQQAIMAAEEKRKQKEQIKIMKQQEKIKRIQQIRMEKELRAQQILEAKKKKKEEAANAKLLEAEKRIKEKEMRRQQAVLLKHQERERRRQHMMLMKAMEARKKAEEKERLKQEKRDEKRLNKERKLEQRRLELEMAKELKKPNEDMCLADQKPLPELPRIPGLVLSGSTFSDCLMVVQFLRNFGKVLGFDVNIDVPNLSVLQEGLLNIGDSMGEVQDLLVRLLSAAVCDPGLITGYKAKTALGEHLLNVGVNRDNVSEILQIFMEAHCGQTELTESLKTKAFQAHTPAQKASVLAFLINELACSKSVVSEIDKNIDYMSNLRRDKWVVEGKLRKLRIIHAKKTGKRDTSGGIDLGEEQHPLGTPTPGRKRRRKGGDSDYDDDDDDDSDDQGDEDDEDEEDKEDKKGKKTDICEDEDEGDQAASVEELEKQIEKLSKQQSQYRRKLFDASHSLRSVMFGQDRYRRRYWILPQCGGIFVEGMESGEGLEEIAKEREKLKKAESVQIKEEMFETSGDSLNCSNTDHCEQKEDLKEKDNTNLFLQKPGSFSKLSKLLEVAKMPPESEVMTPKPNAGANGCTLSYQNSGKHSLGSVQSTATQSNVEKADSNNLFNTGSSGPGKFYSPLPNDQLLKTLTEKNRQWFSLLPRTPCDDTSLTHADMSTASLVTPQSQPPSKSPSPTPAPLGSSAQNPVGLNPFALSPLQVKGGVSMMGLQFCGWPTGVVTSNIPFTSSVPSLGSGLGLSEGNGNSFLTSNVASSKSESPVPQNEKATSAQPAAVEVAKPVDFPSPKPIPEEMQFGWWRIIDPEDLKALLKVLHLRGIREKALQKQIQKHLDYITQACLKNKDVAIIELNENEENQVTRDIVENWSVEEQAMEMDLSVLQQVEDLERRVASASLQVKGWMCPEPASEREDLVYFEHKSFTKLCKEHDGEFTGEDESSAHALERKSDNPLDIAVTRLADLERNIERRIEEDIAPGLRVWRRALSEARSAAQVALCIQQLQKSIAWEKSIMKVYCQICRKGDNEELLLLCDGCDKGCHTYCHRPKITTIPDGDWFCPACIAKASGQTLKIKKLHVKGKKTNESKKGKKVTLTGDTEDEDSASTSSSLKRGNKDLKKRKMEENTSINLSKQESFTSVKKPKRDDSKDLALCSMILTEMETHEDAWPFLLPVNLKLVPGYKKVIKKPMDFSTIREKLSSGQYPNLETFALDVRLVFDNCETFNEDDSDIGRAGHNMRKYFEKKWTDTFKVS
#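 BAZ2B 50 nM plus b-H3(5-23)K14Ac 50 nM, PBS pH 7.4/0.01% Tween-20, 30 min RT; compound added (max 110 uM), 30 min RT; streptavidin donor/Ni-chelate acceptor beads 10 ug/mL final, 20 min dark; AlphaScreen read.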
# ERG Ets-DNA blk = qHTS for Small Molecule Inhibitors of the ERG Ets/DNA interaction | Transcriptional regulator ERG (Homo sapiens), P11308 | Potency, µM (top dose mostly 76.9 µM), for inactives: at the highest dose FP activity, negative = inhibition, actives largely listed as inhibitors | fluorescence polarization, His-ERG Ets domain / labelled DNA | 370,000 compounds, 0.028% hits | AID 624246, 2012; active = well fitted inhibition curve with a large enough effect in the polarisation, with a control signal flat; inconclusive = small, poorly fitted or top-dose-only effect, or effect the other way, or a change in a side signal; inactive = no such curve, though single readings can be large or run the other way; the % refers to the polarisation;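 note: polarization taken with two DNA probes labelled with fluorescein and Texas red; potency is the fitted concentration of half-maximal effect; % of control where 0% means no effect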
#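 His-tagged ERG Ets domain (1 uM in the protein solution; 300mM KCl, 50mM Tris-HCl, 1mM EDTA, 1mM DTT, pH 7.5) received compound, then a probe mix of 5 nM fluorescein-DNA and 100nM Texas-615-DNA. Fluorescence polarization was read for both dyes.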
# PI4K2A inh = qHTS for small molecular inhibitors of PI4K2A. Phosphatidylinositol 4-kinase type 2-alpha (Homo sapiens), Q9BTU6. purified PI4K2A, ADP-Glo luminescence, 1 h; stronger effect = lower value. activity change, negative = inhibition, % at 76.9 µM. 420,000 compounds, 0.13% hits. AID 1346378, 2018; in the data active = activity change below about -50%; inconclusive = mostly about -30% to -49%;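 note: -100% = wells without enzyme as full effect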
#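 In this quantitative HTS, ADP production by PI4K2A was quantified luminescently after 1 h at ambient temperature; 100 microM adenosine served as plate-quality control.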
# HP1b chromo inh = HTS for Inhibitors of HP1-beta Chromodomain Interactions with Methylated Histone Tails. Chromobox protein homolog 1 (Homo sapiens), P83916. 390,000 compounds, 0.56% hits. Potency, µM (doses to about 114 µM), without a hit: at the highest dose activity change, negative = inhibition, usual class: inhibitors. AlphaScreen HP1-beta / biotin-H3K9me3 peptide binding; note: potency is the fitted concentration of half-maximal effect; nearly all actives have a fitted effect of over 70% in size; inactives centre near 23
#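 HP1-beta protein (50 nM final) preincubated 30 min at room temperature with biotinylated H3(1-18)K9me3 peptide (50 nM) in PBS pH 7.4, 0.01% Tween-20, then compound added for 30 min. AlphaScreen streptavidin donor/nickel chelate acceptor beads (10 ug/mL final), 30 min dark, luminescence read.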
# JMJD2A Tudor inh = qHTS Assay for Inhibitors of JMJD2A-Tudor Domain; Lysine-specific demethylase 4A (Homo sapiens), O75164; AlphaScreen JMJD2A-Tudor / H3K4me3 peptide binding; Potency, µM (doses to about 114 µM), inactives show top-dose activity change, negative = inhibition, actives largely listed as inhibitors; 390,000 compounds, 4.4% hits; note: potency is the fitted concentration of half-maximal effect; % is set by controls: 0 for no effect and ±100 for the full control effect; nearly all actives have a fitted effect of over 50% in size
# Tb PGK inh = qHTS Assay to Find Inhibitors of Phosphoglycerate Kinase; Phosphoglycerate kinase, glycosomal (Trypanosoma brucei brucei), P07378; PGK/GAPDH coupled, Kinase-Glo luminescence, 60 min; Potency, µM (top dose mostly 57.5 µM), for the others: at the highest dose activity change, negative = inhibition, actives largely listed as inhibitors; 380,000 compounds, 0.043% hits; note: potency is the fitted concentration of half-maximal effect; % is set by controls: 0 for no effect and ±100 for the full control effect; nearly all actives have a fitted effect of over 60% in size
#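 Luminescent ATP detection (Kinase-Glo Plus) follows a 60-minute room-temperature incubation, with wells lacking PGK as controls. Buffer: 100 mM TEA (pH 7.6), 5 mM MgCl2, 0.01% Tween-20. Coupling enzyme GAPDH (100 nM final) supplies unstable 1,3-BPG in-well.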
# Active calls of the source: *; i = inactive; ? = inconclusive; . = not tested or not shown; [ ] = remark or other dose. Unless noted, calls come from the whole dose curve; as a rule, active = well fitted curve in the direction sought with a large enough effect; inconclusive = small, poorly fitted or top-dose-only effect, or another doubt; inactive = no such curve, though single readings can be large; an effect the other way counts as inactive or inconclusive.
# The opening 3 compounds, to show the layout:
SMILES,G9a block,Pin1 inhibitor,GLS inh,BAZ2B inh,ERG Ets-DNA blk,PI4K2A inh,HP1b chromo inh,JMJD2A Tudor inh,Tb PGK inh
COc1ccc(NC(=S)N(Cc2ccc(N(C)C)cc2)Cc2ccco2)cc1,?,6%,-16%,32µM*,1%,0,?,50µM*,1%
CC(=O)NS(=O)(=O)c1ccc(NC(=O)/C=C/c2ccc(C)o2)cc1,22µM*,?,-5%,-20%,5%,-23,?,35µM*,-22%
O=C(COc1cccc(Cl)c1)Nc1ccc2c(c1)CCC2,76%[59 µM],3%,0%,9%,-5%,-2,84%[activator],-2%,-3%

# All compounds of this part, from the first entry:
SMILES,G9a block,Pin1 inhibitor,GLS inh,BAZ2B inh,ERG Ets-DNA blk,PI4K2A inh,HP1b chromo inh,JMJD2A Tudor inh,Tb PGK inh
COc1ccc(NC(=S)N(Cc2ccc(N(C)C)cc2)Cc2ccco2)cc1,?,6%,-16%,32µM*,1%,0,?,50µM*,1%
CC(=O)NS(=O)(=O)c1ccc(NC(=O)/C=C/c2ccc(C)o2)cc1,22µM*,?,-5%,-20%,5%,-23,?,35µM*,-22%
O=C(COc1cccc(Cl)c1)Nc1ccc2c(c1)CCC2,76%[59 µM],3%,0%,9%,-5%,-2,84%[activator],-2%,-3%
O=C(Cc1ccccc1F)Nc1ccc2c(c1)CCC2,21%,4%,-13%,-13%,-10%,-2,21%,-7%,i
COc1ccc(NC(=O)CN2CCc3ccccc3C2)cc1OC,3%,6%,0%,-15%,22%,2,24%,-8%,i
O=C(Nc1ccc(N2CCN(C(=O)c3ccccc3)CC2)cc1)c1ccc2c(c1)OCO2,9%,1%,28%,-39%,-7%,2,8%,-8%,-6%
Cc1cc(C)c(C)c(OCCCOc2cccc3cccnc23)c1,-25%[59 µM],-4%,-1%,1%,1%,-5,24%,-7%,i
Cc1nc(NC(=O)C(C)Oc2cccc(Cl)c2)sc1C(=O)N(C)C (stereo unspecified),?,0%,1%,-5%,-12%,-6,22%,-7%,i
COc1ccc(-c2onc(C)c2C)cc1S(=O)(=O)NC1CCCCC1,-4%[59 µM],0%,3%,-17%,-2%,-2,15%,-15%,-10%
CCOC(=O)C1=C(C)N(C)C(=S)NC1c1ccc(Cl)cc1 (stereo unspecified),-18%,-6%,4%,-12%,6%,1,15%,-25%,-1%
Cc1ccc(NC(=O)CC(c2ccc(F)cc2)N2Cc3ccccc3C2=O)cc1C (stereo unspecified),-16%[59 µM],4%,-12%,-26%,2%,-6,20%,0%,3%
Cc1ccc(C2C3=C(CC(C)(C)CC3=O)NC3=C2C(=O)c2ccccc23)cc1 (stereo unspecified),14µM*,0%,-5%,32µM*,-2%,-4,?,50µM*,i
Cc1cc(Cl)ccc1NC(=S)NCc1ccco1,-12%,4%,8%,-6%,9%,0,21%,-16%,-3%
CCc1ccc(Nc2nn3c(=O)c4cc5c(cc4nc3s2)OCO5)cc1,-48%[59 µM],-1%,1%,-14%,-7%,-1,28%,-22%,8%
Cc1ccccc1C(=O)Nc1ccc(C(=O)OCc2cc(=O)n3nc(C(C)C)sc3n2)cc1,6%[59 µM],6%,-6%,-3%,-2%,6,13%,-14%,2%
O=c1[nH]nc(Cc2ccc3ccccc3n2)c2ccccc12,29%,-2%,3%,-2%,-11%,-17,40%[activator],-8%,-4%
CCOC(=O)C1=C(C)Nc2ccccc2N=C1N,-23%,0%,0%,-39%,3%,0,13%,-4%,3%
O=C(c1c(O)c2ccccc2oc1=O)C1CCC1,-7%[2.33 µM],2%,13%,-4%,-2%,6,33%,-12%,-9%
O=c1c2c3c(sc2n2cnnc2n1-c1ccccc1)N(Cc1ccccc1)CCC3,13µM*,1%,103%[activator],-33%,-7%,-8,5%,?,1%
C[C@H](CO)N1C[C@H](C)[C@H](CN(C)Cc2ccccc2)Oc2c(NC(=O)Nc3ccc(F)cc3)cccc2C1=O,.,?,3%,.,5%,-2,38%,-15%,1%
O=C(CCC(=O)NNC(=O)COc1ccc(Br)cc1)NCc1ccccc1,-6%,14%,0%,-13%,26%,-23,57%[activator],-3%[11.4 µM],-8%
CCN(CC)c1cc2nc(C)n(Cc3ccccc3)c(=O)c2cc1NC(=O)C1CC1,21%[59 µM],-9%,-7%,4%,1%,-3,44%[activator],-18%[11.4 µM],1%
CN(C)/C=C/c1onc(-c2c(F)cccc2Cl)c1C#N,0%,24%,9%,-20%,5%,-14,30%,-5%,6%
O=C1CC(SC(=NCc2ccc3c(c2)OCO3)Nc2ccccc2)C(=O)N1 (stereo unspecified),13%[2.33 µM],1%,11%,-39%,-5%,1,15%,-25%,i
CCN(CC(=O)Nc1c(F)cccc1F)C(=O)CCc1nc2ccccc2c(=O)[nH]1,3%,0%,5%,7%,10%,2,18%,2%,-1%
CCc1nc(SCC(=O)N2CCCC2)c2c(=O)n(C)c(=O)n(C)c2n1,22%,-4%,-3%,-16%,2%,-4,26%,-19%,-6%
Fc1ccc(Nc2nnns2)cc1,10µM*,1%,20%,-23%,6%,0,?,?,3%
CSCC[C@H](NC(=O)N1CCn2c1nc1ccccc12)C(=O)NCc1ccco1,79µM*,4%,0%,?,3%,0,?,45µM*,6%
O=C(CSc1ccc(Cl)cc1)NNC(=O)c1ccncc1,-34%,1%,15%,-3%,-5%,1,53%[activator],-6%,-6%
Cc1nc2sc(C(c3cccs3)N3CCN(c4ccccc4)CC3)c(O)n2n1 (stereo unspecified),?,10%,19%,7%,10%,-7,27%,-11%,-2%
O=C1CSC(=S)N1/N=C/c1cc(Br)c(O)c(Br)c1,40µM*,?,?,35µM*,154%[activator],-13,-36%[57 µM],16µM*,?
N#Cc1ccc(CN2CCN(C(=O)CNS(=O)(=O)c3ccc4c(c3)OCCCO4)CC2)cc1,1%[12.7 µM],4%,-3%,-5%,25%,-10,46%,1%,3%
O=C(c1cccc([N+](=O)[O-])c1)N1CCN(CCc2ccncc2)CC1,6%[59 µM],4%,5%,3%,-6%,-3,37%,2%,10%
CC(=O)Nc1ccc(NC(=O)c2cccc(S(=O)(=O)N(C)C3CCCCC3)c2)cc1,-10%[12.7 µM],3%,-8%,-20%,2%,2,38%,2%,i
Cc1ccc(S(=O)(=O)N2CCOCC2)cc1C(=O)OC1CCOC1=O (stereo unspecified),-35%,-4%,-12%,-8%,2%,1,46%[activator],-6%,-1%
COCCCNC(=O)c1c(-c2ccccc2)c(-c2ccccc2)nn(C)c1=O,?,5%,2%,-4%,-4%,2,13%,-11%,2%
CC(C)CC1C(C#N)=C(N)Oc2n[nH]c(-c3ccccc3)c21 (stereo unspecified),?,1%,?,8%,9%,2,31%,-12%,9%
CCNC(=O)COC(=O)/C=C/c1cccs1,6%,-1%,0%,-14%,0%,2,42%[activator],4%,2%
COCc1nnc(NC(=O)CC(C)c2ccccc2)s1 (stereo unspecified),1%[59 µM],-4%,-14%,6%,0%,1,41%[activator],-9%,i
COc1cc(C2C(C#N)=C(SC)NC3=C2C(=O)CCC3)ccc1O (stereo unspecified),?,-2%,0%,-5%,-7%,-1,6%,-8%,i
COc1ccc(-c2cc(-c3nnc(COC(=O)C4CC4)o3)c3ccccc3n2)cc1OC,111%[activator][59 µM],38%[activator],5%,22%,-12%,-2,81%[activator],18%,-8%
COC(=O)c1[nH]c2cccc(C)c2c1NC(=O)CN1CCCc2ccccc21,?,24%,-3%,-39%,2%,-11,30%[activator],-30%,i
O=C(CN1CCN(S(=O)(=O)c2ccccc2)CC1)N1CCCCC1,7%[12.7 µM],0%,0%,7%,-4%,0,35%,3%,-8%
N#Cc1cc(S(=O)(=O)c2ccc(Cl)cc2)c(N)[nH]c1=O,50µM*,7%,4%,-34%,2%,3,31%,2%,9%
COc1ccc(CCNC(=O)c2ccn[nH]2)cc1OC,18%[0.501 µM],1%,?,3%,?,-6,0%,?,0%
COc1ccc(-c2cc(C(=O)Nc3ccc(Cl)cc3Cl)c3ccccc3n2)cc1OC,15%,-1%,2%,1%,.,2,29%,-3%,-1%
COc1cccc(NC(=O)COC(=O)CCSc2ccccc2)c1,.,1%,-9%,.,4%,3,47%[activator],-5%,i
Cc1ccc(OCc2nc(-c3ccc(C(=O)N4CCN(c5ccc(Cl)cc5)CC4)cc3)oc2C)cc1,?,0%,0%,-26%,0%,-3,4%,-31%,-5%
CCNc1nc(Cl)nc(NNC(=O)C(C)Oc2ccccc2)n1 (stereo unspecified),20%[59 µM],10%,23%,2%,1%,2,26%,-11%,5%
Cc1ccc(C(C(=O)NCc2ccc(F)cc2)N(C(=O)c2csnn2)C2CC2)o1 (stereo unspecified),22%[59 µM],1%,5%,-2%,-3%,-2,25%,-12%,-5%

# From PubChem
